Screening results from PubChem BioAssay.
TbPYK inhibitor: qHTS of Trypanosoma Brucei Inhibitors. pyruvate kinase (Trypanosoma brucei), Q57TT1. 0.12% of 410,000 active. TbPYK enzyme, Kinase-Glo Plus ATP luminescence, 45 min. Potency, µM (top dose mostly 76.8 µM), for the others: at the top dose activity, negative = inhibition, hits mostly inhibitors; active = well fitted inhibition curve with a large enough effect; inconclusive = small, poorly fitted or top-dose-only effect; also: nearly all actives have a fitted effect of over 50% in size
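Assay buffer: 50 mM TEA pH 7.2, 100 mM KCl, 10 mM MgCl2, 0.05% BSA, 0.01% Tween-20. Pyruvate kinase from T. brucei plus substrate met compound, then ADP (130 uM final). Luminescence was read post 45 min RT.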
The depositor's hits bear a star; ? = inconclusive; & = joins results of further samples; [ ] = dose if it differs, or a comment. % is scaled to controls: 0 for no effect and ±100 for the full control effect; potency is read from the fitted curve at half-maximal effect.

Compound	TbPYK inhibitor
COc1ccc2cc(-c3nc(Cl)c4c5c(sc4n3)CCCC5)c(=O)oc2c1	-5%
COc1ccc(-n2nnnc2C(c2cccc3ccccc23)N2CCC(n3c(=O)[nH]c4ccccc43)CC2)cc1 (stereo not drawn)	6%
COc1ccc(N2c3ccccc3CN(Cc3ccccc3)CC2Cc2cc(OC)c(OC)c(OC)c2)cc1 (stereo not drawn)	0%
CCOc1ccccc1CNC(=O)c1ccc(-c2nc(CSc3ccc(C)cc3)c(C)o2)cc1	-4%
CC(C)(C)S(=O)N1Cc2cc(C(=O)NCc3ccc4c(c3)OCO4)nc(-c3cccc(-c4cc5ccccc5o4)c3)c2[C@@H]1CCO (stereo partly drawn)	6%
COc1ccc(NC(=O)Nc2nnc([C@H]3C[C@H](O)[C@@H](CO)O3)s2)cc1	-2%
COc1ccc(OC)c(NC(=O)c2c(C)oc3ncnc(N4CCOCC4)c23)c1	4%
Cc1cc(C)cc(Nc2cc(C(=O)NCCCN(Cc3ccccc3)C(C)C)c3ccccc3n2)c1	2%
COc1ccc(S(=O)(=O)Nc2ccc3c(c2)C(=O)N([C@@H](C)CO)C[C@@H](C)[C@H](CN(C)S(=O)(=O)c2ccc(F)cc2)OCCCC[C@H](C)O3)cc1	2%
CCCCCC(=O)N1C[C@H](O)[C@@H](n2cc(C3CC3)nn2)C[C@@H]1c1ccc(Cl)cc1	1%
CC1(C)C2CC[C@]3(C)C(CC=C4[C@@H]5C[C@@](C)(CO)[C@@H](O)C[C@]5(C(=O)O)CC[C@]43C)[C@@]2(C)CC[C@@H]1O (stereo partly drawn)	-8%
CCOC(=O)C1(C)CCN1C(=O)c1cccc(C#N)c1 (stereo not drawn)	-2%

Going on with the list:
Compound	TbPYK inhibitor
COc1ccc(N(Cc2cccs2)C(=O)c2ccc(C(C)(C)C)cc2)cc1	-4%
O=C(Cn1c(=O)n(Cc2ccc(C(=O)NCc3ccc4c(c3)OCO4)cc2)c(=O)c2ccccc21)Nc1cccc(Cl)c1	2%
Cc1cc(C)cc(NC(=O)C2CCN(S(=O)(=O)c3cccc4nonc34)CC2)c1	9%
Cc1ccc2c(CN3CCN(c4ccc(Cl)c(Cl)c4)CC3)cc(=O)oc2c1	-9%
CCCN1CCN(c2ncnc3sc(C(=O)Nc4ccc(OC(F)(F)F)cc4)c(C)c23)CC1	3%
COc1ccc(NC(=O)C2CC2(Cl)Cl)cc1S(=O)(=O)N1CCCCC1 (stereo not drawn)	4%
Cc1ccc2c(=O)cc(C(=O)Nc3sc4c(c3C(=O)NCC3CCCO3)CCC4)oc2c1 (stereo not drawn)	1%
Cc1ccc(Cl)cc1NC(=O)C(C)n1nnc2sc(-c3ccccc3)cc2c1=O (stereo not drawn)	-15%
Cc1cc(Nc2cccc(Cl)c2)nc2ccc(NC(=O)COc3ccc(Cl)cc3)cc12	1%
O=C(NNC(=O)c1cc(S(=O)(=O)N2CCOCC2)ccc1Cl)c1ccc(F)cc1	2%
COc1cc(C(=O)Nc2cc(S(=O)(=O)N3CCOCC3)ccc2N2CCOCC2)ccc1OC(F)F	-5%
COc1cccc(C(=O)Nc2cc(-c3cn4cccnc4n3)ccc2C)c1OC	-2%

New compounds follow.
Compound	TbPYK inhibitor
COc1ccc(Cc2c(C3CCCCC3)nc3ccc(Cl)cn23)c(C)c1	1%
CC(C)CCC(=O)Nc1cc(S(=O)(=O)N2CCOCC2)ccc1N1CCCC1	-10%
CC(=O)c1ccc(OC2(C)CCN(Cc3ccccc3OC(F)F)C2)cc1 (stereo not drawn)	7%
COc1ccc(OC)c(CCNC(=O)Cn2ccc3cc(S(=O)(=O)N4CCCCC4)ccc32)c1	1%
COc1ccc(S(=O)(=O)n2nc(C)c(S(=O)(=O)N3CCCCCC3)c2C)cc1OC	-10%
COCCCNC(=O)c1ccc(Cn2c(=O)c3ccccc3n(CC(N)=O)c2=O)cc1	-8%
COC(=O)[C@H]1C[C@H](OC(=O)NC2CC2)[C@@]2(O)CN(S(=O)(=O)c3ccc(C)cc3)CC2[C@H]1C(=O)OC (stereo partly drawn)	0%
COCCNC(=O)C[C@H]1C[C@H]2c3cc(NS(=O)(=O)c4ccc(F)cc4)ccc3O[C@H]2[C@H](CO)O1	7%
COc1ccc(NC(=O)Cn2c(=O)n(Cc3ccccc3)c(=O)c3sc4ccccc4c32)cc1	1%
CCc1ccccc1NC(=O)Cn1cc(C(=O)c2ccc(Cl)cc2)c(=O)c2ccc(C)nc21	0%
CCOc1ccc2oc(=O)cc(CN3CCN(C(=O)c4ccc(F)cc4)CC3)c2c1	-1%
COc1ccc(Cc2n[nH]c(=S)n2-c2cc(C)ccc2C)cc1OC	?

Arranged by length of the SMILES (highest first): some entries from above
Compound	TbPYK inhibitor
COC(=O)[C@H]1C[C@H](OC(=O)NC2CC2)[C@@]2(O)CN(S(=O)(=O)c3ccc(C)cc3)CC2[C@H]1C(=O)OC (stereo partly drawn)	0%
COc1ccc(OC)c(CCNC(=O)Cn2ccc3cc(S(=O)(=O)N4CCCCC4)ccc32)c1	1%
COCCCNC(=O)c1ccc(Cn2c(=O)c3ccccc3n(CC(N)=O)c2=O)cc1	-8%
CC(C)CCC(=O)Nc1cc(S(=O)(=O)N2CCOCC2)ccc1N1CCCC1	-10%

(continued)
Compound	TbPYK inhibitor
CC(C)(C)OC(=O)N1CCC(c2c(C(=O)NCc3cccs3)cnn2-c2cccc(F)c2)CC1	7%
COc1ccc(CCC(=O)NC2CC(=O)N(c3ccccc3)C2)cc1 (stereo not drawn)	-4%
CCOc1ccc(NC(=O)CN(C)C2=NS(=O)(=O)c3ccccc32)cc1	5%
Cc1ccc(C2c3[nH]c4ccccc4c3CCN2C(=O)c2ccc(N(C)C)cc2)cc1 (stereo not drawn)	2%
Cc1cn2c(=O)cc(COC(=O)c3ccc(NC(=O)COc4ccccc4F)cc3)nc2s1	3%
COc1ccc(N2Cc3cccc(C(=O)Nc4ccc(C(C)C)cc4)c3C2=O)cc1	-5%
CCOC(=O)CCCN1C(=O)CCn2nc(-c3cn(C)c4ccccc34)cc21	1%
CCOc1ccc(NC(=O)CN2C(=O)NC(C)(c3ccc4c(c3)OCCCO4)C2=O)cc1OCC (stereo not drawn)	-8%
Nc1cc2c(cc1Br)-c1ccc(F)cc1C2=O	4%
O=CNc1cc(-c2ccc(C(=O)NC3CC3)cc2)cn2c(-c3ccc(F)cc3)cnc12	-5%
Nc1nc(-c2ccccc2)c(CCCOc2ccc([N+](=O)[O-])cc2)c(=O)[nH]1	2%
COc1ccc(NC(=O)c2ccc3c(=O)n4nc(Nc5ccccc5C)sc4nc3c2)cc1	7%

(cont.)
Compound	TbPYK inhibitor
Cc1ccc(S(=O)(=O)N(C)c2ccc(OCC(=O)OCc3nnc(-c4ccccc4)o3)cc2)cc1	-5%
COc1ccc(CNC(=O)c2cccc(NC(=O)N3CCSc4ncccc43)c2)cc1	-4%[15.4 µM]
CC(=O)c1cccc(NC(=O)c2nc(-c3ccccc3)n(-c3cccc(C)c3)n2)c1	0%
Cc1nc(C(F)(F)F)ccc1C(=O)N1CCC(C)(C(=O)NS(=O)(=O)C2CC2)C1 (stereo not drawn)	-3%
COc1cccc(-n2nnc3c(sc4nc(C)cc(C)c43)c2=O)c1	2%
COc1cccc(OC)c1-c1cc(C(=O)NC2(C(=O)O)C3CC4CC(C3)CC2C4)nn1-c1ccnc2cc(Cl)ccc12 (stereo not drawn)	-9%
C=C1C(=O)OC2C1CCC(C)=C1C(=O)C3OC3(C)C12 (stereo not drawn)	-13%
CCc1nc2nc(C)cc(Nc3cc(Cl)ccc3C)n2n1	-6%
O=C(NCCN1CCC(n2c(=O)[nH]c3ccccc32)CC1)c1cccs1	0%
CC(C)=CCC/C(C)=C/CC/C(C)=C/CCC(=O)OC/C=C(\C)CCC=C(C)C	3%
CCCNC(=O)C1(C)CCN(C(=O)c2cc(C)n(C(C)(C)C)n2)C1 (stereo not drawn)	-1%
Cc1nn(-c2ccccc2)c(-n2cccc2)c1C(=O)NCCCN1CCN(c2ccccc2F)CC1	3%

Remaining list, next part:
Compound	TbPYK inhibitor
CC(=NNC(=O)c1ccncc1)c1cccc(Br)c1	-7%
O=C(OCc1cn([C@H]2C[C@H](c3ccccc3)N(CC3CCCCC3)C[C@@H]2O)nn1)c1ccccc1	6%
CC(=O)N(Cc1ccccc1)C1CC(=O)N(Cc2ccccc2)C1=O (stereo not drawn)	14%
COCCNc1nc2cc(-c3cccc(C(F)(F)F)c3)sc2c(=O)n1C	3%
COc1cc2nc(NC(=O)c3ccc(S(=O)(=O)N4CCOCC4)cc3)sc2cc1OC	-1%
CCCC(=O)N1CCCC1(C)C(=O)N(C)Cc1cccc2ccccc12 (stereo not drawn)	-1%
O=C(NCCCN1CCOCC1)c1onc(CSc2ccc(F)c(F)c2)c1C(=O)NCCCN1CCOCC1	3%
Cc1ccc(Nc2ncc3c(=O)[nH][nH]c(=O)c3n2)cc1	4%
CCCCC1Cc2[nH]c(=S)[nH]c(=O)c2C(c2ccc(F)cc2)O1 (stereo not drawn)	?
O=C(Nc1ccc(OC(F)F)cc1)c1cc(S(=O)(=O)N2CCOCC2)ccc1N1CCCC1	-3%
CCCCn1nc(NC(=O)c2cccc(Cl)c2)c2cc3cccc(C)c3nc21	-1%
Cc1ccc(C(=O)Nc2ccccc2C(=O)O)cc1S(=O)(=O)N1CCCCCC1	-9%

Carrying on:
Compound	TbPYK inhibitor
COc1cc(C(=O)NCC(c2ccco2)S(=O)(=O)c2ccccc2)cc(OC)c1OC (stereo not drawn)	0%
CCc1ccc(CNC(=O)c2cnc3sc(N(CC)CC)nn3c2=O)cc1	-8%
CCOc1ccc(OC(=O)c2sc3ncn(Cc4cccc(F)c4)c(=O)c3c2C)cc1	3%
Cn1[nH]cc(C=NC(N)=O)c1=O	5%
COc1ccc(-c2noc(-c3ccc(N4CCCC4)c([N+](=O)[O-])c3)n2)cc1OC	1%
CCOc1ccc(Nc2nc3ccccc3n2C)cc1	-16%
O=C(Nc1ccc2nc([C@@H]3O[C@H](CO)[C@@H](O)[C@H](O)[C@H]3O)[nH]c2c1)NC(c1ccccc1)c1ccccc1	1%
Cn1c2c(c(=O)n(C)c1=O)CN(Cc1ccccc1)CN2	0%
Cc1cc(C)c(NC(=O)Cn2c(=O)n(Cc3ccccc3)c(=O)c3c(C)c(C(=O)N(C)C)sc32)c(C)c1	4%
Cc1cc(C)nc(NC(=O)c2c(F)c(F)c(F)c(C(=O)Nc3cc(C)cc(C)n3)c2F)c1	1%
CCCS(=O)(=O)N1CCC(n2c(C(F)(F)F)nc3cccnc32)CC1	0%
O=C(CCc1cn(Cc2ccccc2Cl)c2ccccc12)NC1CCCCC1	7%

New compounds follow
Compound	TbPYK inhibitor
O=C(Nc1ccccc1)c1cc(C2CCCCN2C(=O)c2cccs2)on1 (stereo not drawn)	-11%
CCCNC(=O)C1(C)CCN(Cc2noc(-c3ccccc3OC)n2)C1 (stereo not drawn)	5%
CC(=O)c1ccc(NS(=O)(=O)c2ccc3[nH]c4c(c3c2)CCCC4)cc1	4%
CC(=O)NC(C)(c1ccccc1)c1nc(-c2ccc(N(C)C)cc2)cs1 (stereo not drawn)	-1%
CCC(CC)C(=O)Nc1nc2c(s1)CC(C)CC2 (stereo not drawn)	-6%
CCOC(=O)c1cc(-c2ccc(F)cc2)n(CCC(=O)Nc2nc3cc(C)c(C)cc3s2)c1C	2%[15.4 µM]
FC(F)(F)c1ccc(-c2cccc3c2C2CC3CCN2)cc1 (stereo not drawn)	3%
CSc1cccc(Nc2cc(C(=O)NCCCN(C)c3ccccc3)c3ccccc3n2)c1	7%
Cc1ccc2ncc(C(=O)c3ccc(C)c(C)c3)c(S(=O)(=O)c3ccccc3)c2c1	0%
CC1(C(=O)NC2CCCCCC2)CCN1C(=O)Cc1ccc(-c2ccccc2)cc1 (stereo not drawn)	0%
CC(C)N1CCC1(C)C(=O)Nc1nccc2cccnc12 (stereo not drawn)	1%
CCCCCSc1nc2sc3c(c2c(=O)n1-c1ccccc1)CCN(C(C)=O)C3	6%

More entries.
Compound	TbPYK inhibitor
CC(=O)Nc1ccc(NC(=O)c2ccc(-c3c(C)noc3C)c3ccoc23)cc1	1%
COc1ccc(CN2C(=O)N(c3ccc(F)cc3)C(=O)C2CC(=O)Nc2cc(OC)cc(OC)c2)cc1 (stereo not drawn)	-5%
COc1cccc(-c2nn(C)c3sc(C(=O)NCCc4ccc(Cl)cc4)cc23)c1	-1%
CCOC(=O)c1c(C)sc(-c2c(-c3cc(C)ccc3C)[nH]c3c2c(=O)n(C)c(=O)n3C)c1O	-4%
CN(C)c1ccc(-c2nc3ccccn3c2Nc2ccc3c(c2)OCCO3)cc1	3%
CCCCN1C(=O)C(CC(=O)NCC2CCCCC2)CC(C(=O)N(CC)CC)=C1C (stereo not drawn)	5%
Cc1cccc(Nc2nc(-c3ccccc3)nc3ccccc23)c1	2%
NC(Cc1ccc(Cl)cc1)c1csc(NC(=O)NCCc2ccccc2)n1 (stereo not drawn)	4%
CC(C)NC(=O)C1(N2C(=O)c3ccccc3C2=O)CCCC1	6%
CCc1ccc(CNC(=O)C2CCN(c3nn4cc(-c5ccc(F)cc5)nc4s3)CC2)cc1	2%[15.4 µM]
COc1ccc(NC(=O)c2oc3ccc(S(=O)(=O)N4CCOCC4)cc3c2C)c(OC)c1	-6%&3%
CN1CCN(c2ncnc3c2ncn3[C@H]2CN(Cc3ccco3)C[C@@H](CO)O2)CC1	1%

This is a subset (hit frequency here may not be typical).
